Screening data from PubChem.
Tau fibril FP: qHTS for Inhibitors of Tau Fibril Formation, Fluorescence Polarization; K18 P301L tau heparin fibrillization, Alexa594 FP, 6 h; AID 1468, 2008; hit rate 0.39% among 280,000; Potency, µM (doses to about 57.7 µM), for inactives: at the highest dose activity, negative = inhibition, most hits filed as inhibitors; note: % is set by controls: 0 for no effect and ±100 for the full control effect; nearly all actives have a fitted effect of over 55% in size
Target sequence (P10636 561-689 P618L limits assumed): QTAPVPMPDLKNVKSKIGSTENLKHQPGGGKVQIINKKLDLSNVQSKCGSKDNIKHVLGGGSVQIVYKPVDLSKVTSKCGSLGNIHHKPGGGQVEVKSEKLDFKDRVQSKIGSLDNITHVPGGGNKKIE
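Heparin (20 uM) drove fibril formation of recombinant tau K18 P301L, 15 uM unlabeled with 0.24 uM Alexa 594 label, for 6 hr at 37 C in 100 mM sodium acetate pH 7. Fluorescence polarization (555/632 nm) read 1 hr after 30 uM ThT.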
ALDH1A1 inh: qHTS Assay for Inhibitors of Aldehyde Dehydrogenase 1 (ALDH1A1); Potency, µM (doses to about 75.3 µM), inactives show at the highest dose activity, negative = inhibition, actives largely listed as inhibitors; hit rate 7.3% among 220,000; AID 1030, 2008; Purified ALDH1A1, NADH fluorescence, propionaldehyde substrate; Aldehyde dehydrogenase 1A1 (Homo sapiens), P00352; active = well fitted inhibition curve with a large enough effect, not every such curve was filed as active; inconclusive = small, poorly fitted or top-dose-only effect, or another doubt; inactive = no such curve, though single readings can be large or run the other way;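 note: plate controls were no enzyme wells and a reference inhibitor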
Target sequence (P00352 whole entry, looked up): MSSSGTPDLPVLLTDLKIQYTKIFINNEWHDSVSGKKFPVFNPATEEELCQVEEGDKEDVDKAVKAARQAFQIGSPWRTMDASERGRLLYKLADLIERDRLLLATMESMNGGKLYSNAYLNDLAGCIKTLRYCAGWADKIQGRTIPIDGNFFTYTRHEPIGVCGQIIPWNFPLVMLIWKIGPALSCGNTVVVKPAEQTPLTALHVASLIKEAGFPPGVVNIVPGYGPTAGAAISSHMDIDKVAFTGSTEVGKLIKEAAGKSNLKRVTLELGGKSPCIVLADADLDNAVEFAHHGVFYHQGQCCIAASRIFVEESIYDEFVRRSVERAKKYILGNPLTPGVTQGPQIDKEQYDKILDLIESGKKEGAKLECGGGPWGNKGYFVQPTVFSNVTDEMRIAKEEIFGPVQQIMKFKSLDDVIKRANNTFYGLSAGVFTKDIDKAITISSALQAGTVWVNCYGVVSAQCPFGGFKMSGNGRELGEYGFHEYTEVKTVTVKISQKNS
HTT aggregate: qHTS Multiplex Assay to Identify Dual Action Probes in a Cell Model of Huntington: Aggregate Formation (GFP); PC12 HttQ103-GFP aggregates, Acumen cytometry, 40 h; Potency, µM (highest dose often 46.1 µM), inactives show at the highest dose activity change, negative = inhibition, actives largely listed as inhibitors; hit rate 1.1% among 220,000; AID 1688, 2009; note: % is set by controls: 0 for no effect and ±100 for the full control effect; nearly all actives have a fitted effect of over 60% in size
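Inducible Q103 Huntingtin exon 1–GFP PC12 line, 1500 cells/well in phenol red free DMEM with 5% equine and 5% calf serum. Tebufenozide 100 nM induced expression; compounds titrated; aggregates quantified by cytometry.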
Tau fluor cs: Counterscreen qHTS for Inhibitors of Tau Fibril Formation, Fluorescence Polarization | hit rate 0.93% among 280,000 | tau K18 P301L Alexa594 fluorescence, heparin fibrillization | Potency, µM (top dose mostly 57.7 µM), inactives show top-dose activity change, negative = decrease | AID 1463, 2008; note: % is set by controls: 0 for no effect and ±100 for the full control effect; nearly all actives have a fitted effect of over 55% in size
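Human tau K18 P301L (15 uM unlabeled, 0.24 uM Alexa 594-labeled) in 100 mM sodium acetate pH 7 with 20 uM heparin, 6 hr at 37 C. ThT 30 uM added, 1 hr ambient; Alexa 594 FP and total fluorescence read at 555/632 nm.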
KDM4E inh: qHTS Assay for Inhibitors of Human Jumonji Domain Containing 2E (JMJD2E); Lysine-specific demethylase 4E (Homo sapiens), B2RXH2; JMJD2E catalytic domain, FDH-coupled NADH fluorescence (FDH is formaldehyde dehydrogenase); Potency, µM (titrated, usually from 57.1 µM), without a hit: at the highest dose activity change, negative = inhibition, most hits filed as inhibitors; hit rate 1.6% among 230,000; AID 2147, 2009; active = well fitted inhibition curve with a large enough effect, not every such curve was filed as active; inconclusive = small, poorly fitted or top-dose-only effect, or another doubt; inactive = no such curve, though single readings can be large or run the other way;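 note: 0% = wells with enzyme and -100% = buffer wells without enzyme; nearly all actives have a fitted effect of over 50% in size; many of its hits are not listed in these tables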
Target sequence (B2RXH2 1-337 limits assumed): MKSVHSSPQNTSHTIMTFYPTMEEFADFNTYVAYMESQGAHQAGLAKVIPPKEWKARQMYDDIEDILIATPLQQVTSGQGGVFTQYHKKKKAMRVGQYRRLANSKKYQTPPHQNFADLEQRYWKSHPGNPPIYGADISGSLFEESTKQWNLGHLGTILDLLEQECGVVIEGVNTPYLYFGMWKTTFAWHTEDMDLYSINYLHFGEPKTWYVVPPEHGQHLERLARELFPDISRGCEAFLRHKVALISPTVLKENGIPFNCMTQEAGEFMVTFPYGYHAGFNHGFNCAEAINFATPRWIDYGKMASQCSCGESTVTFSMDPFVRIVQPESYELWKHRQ
SMN2 splice up: qHTS Assay for Enhancers of SMN2 Splice Variant Expression; HEK293 SMN2-luciferase splicing reporter, luminescence, 30-36 h; Potency, µM (top dose mostly 46.1 µM), for the others: top-dose activity change, positive = activation, actives largely listed as activators; hit rate 2.8% among 210,000; AID 1458, 2008; note: % of control where 0% means no effect; nearly all actives have a fitted effect of over 55% in size
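qHTS luciferase splicing reporter: luminescence rises when SMN2 exon 7 is included in transfected HEK293 cells. Compound exposure lasted 30-36 h at 37C, with 4.5 mM final sodium butyrate as control, followed by a ONE-Glo read.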
HTT cytoprotect: qHTS Multiplex Assay to Identify Dual Action Probes in a Cell Model of Huntington: Cytoprotection (ATP); PC12 HTT-Q103 induced, cytoprotection, ATP luminescence, 40 h; Potency, µM (doses to about 56.4 µM), inactives show cytoprotection (ATP increase), actives largely listed as activators; hit rate 0.14% among 230,000;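 note: % of control where 0% means no effect; nearly all actives have a fitted effect of over 45% in size; toxic huntingtin expression switched on by the ecdysone agonist tebufenozide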
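Rat PC12, Q103 Htt exon1-GFP fusion, ecdysone promoter; tebufenozide inducer 100 nM final; compound titration; qHTS, 1500 cells/well; ATPlite luminescent read.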
Tau fibril ThT: qHTS for Inhibitors of Tau Fibril Formation, Thioflavin T Binding. Microtubule-associated protein tau (Homo sapiens), P10636. recombinant tau K18 P301L (four-repeat tau fragment), heparin-induced fibrillization, ThT fluorescence. Potency, µM (series often up to 57.4 µM), inactives show at the highest dose activity, negative = inhibition, usual class: inhibitors. hit rate 2.1% among 270,000. AID 1460, 2008; note: % is set by controls: 0 for no effect and ±100 for the full control effect; nearly all actives have a fitted effect of over 55% in size
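Tau K18 P301L fragment (15 uM unlabeled plus 0.24 uM Alexa 594-labeled) in 100 mM sodium acetate pH 7 with compound, fibrillization induced by 20 uM heparin for 6 hr at 37 C. Thioflavin T (30 uM) added, fluorescence read after 1 hr (ex 450, em 510 nm).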
* = called active by the depositor; ? = inconclusive; . = not tested or not shown; & = joins results of further samples; [ ] = dose if it differs, or a comment. Unless noted, calls come from the whole dose curve; as a rule, active = well fitted curve in the direction sought with a large enough effect; inconclusive = small, poorly fitted or top-dose-only effect, or another doubt; inactive = no such curve, though single readings can be large; an effect the other way counts as inactive or inconclusive. Potency is the fitted concentration of half-maximal effect. Some of the compounds tested (hit frequency here may not be typical).

SMILES	Tau fibril FP	ALDH1A1 inh	HTT aggregate	Tau fluor cs	KDM4E inh	SMN2 splice up	HTT cytoprotect	Tau fibril ThT
C=CCN1C(=O)/C(=C\c2ccc(Oc3nc(N4CCOCC4)nc(N4CCOCC4)n3)c(OC)c2)SC1=S	4%	?	11%	-11%	-2%	-50%[inhibitor]	0%	?
O=C1/C(=C/c2cccs2)Cc2ccccc21	-10%	-6%	4%	-18%	?	.	-11%[10 µM]	?
NC(=O)CC(NC(=O)Cc1ccc(Br)cc1)c1ccc(NC2CCC2)c([N+](=O)[O-])c1 (stereo unspecified)	7%	.	-19%[9.22 µM]	-22%	2%	.	8%[10 µM]	?
O=C(c1ccccc1F)N1CCN(S(=O)(=O)c2ccc3c(c2)OCCO3)CC1	1%	6%	-19%	-1%	2%	-23%	2%	1%
CN(NC1OC(=O)c2ccccc21)c1ccccc1[N+](=O)[O-] (stereo unspecified)	-1%	7%	-10%[9.22 µM]	-6%	-16%	.	1%[10 µM]	-14%
COc1ccc(NC(=O)Cn2c(=O)n(-c3ccccc3)c(=O)c3oc4ccccc4c32)c(OC)c1	-9%	?	32%	2%	?	-1%	.	6%
Cc1cccc(Nc2nc(Nc3cccc(C)c3)nc(N3CCOCC3)n2)c1	?	.	.	?	.	-13%	.	-6%
CC1CCN(S(=O)(=O)c2ccc3c(c2)N(CC(=O)NCc2cccnc2)C(=O)CS3)CC1	2%	-5%	0%	-16%	-3%	-3%	.	-15%
COc1ccc(-c2c(C)nn3c(N4CCN(c5ccccc5)CC4)cc(C)nc23)cc1OC	9%	.	.	-30%	.	11%	.	?
CN1C(=O)N(C)C2=NNC=NC2(O)C1=O (stereo unspecified)	-2%	?	.	-5%	?	-74%[inhibitor]	-21%	-6%
Cc1ccc(S(=O)(=O)N2CCN(C(=O)CSc3nc(N)cc(=O)[nH]3)CC2)c(C)c1	5%	-2%	23%	11%	3%	9%	-43%	1%
Cc1cccc(COCC(CC(C)C)N2CCN(C(=O)c3ccc(C(F)(F)F)cc3)CCC2=O)c1 (stereo unspecified)	-9%	-5%	-3%	-20%	-3%	-29%	.	?
COc1ccc(CCNC(=O)CSc2nnc(CNC(=O)c3ccccc3F)o2)cc1OC	1%	-11%	6%	-4%	0%	9%	12%	-9%
Cc1ccc(Cn2c(SCc3ccc(C(=O)N4CCCCC4)cc3)nc3ccncc32)cc1	-1%	.	.	-8%	.	-73%[inhibitor]	.	-5%
COCc1nn2c(N)c(C#N)cnc2c1-c1ccccc1	-2%	?	-16%	-1%	?	29%	-18%	-13%
COc1ccc(NC(=O)c2ccccc2NC(=O)NC2CCCCC2)cc1	-2%	?	26%	-13%	5%	20%	-52%[inhibitor]	-8%
O=C(Nc1cccnc1)c1ccc2c(c1)OCO2	3%	3%	-17%	5%	11%	28%	-8%[10 µM]	-6%
Cc1ccc2oc(-c3ccc(C)c(NC(=O)c4ccc(C(C)(C)C)cc4)c3)nc2c1	1%	.	.	-10%	.	-16%	.	-8%
CCn1c(=O)c2cc(C(=O)N(C)c3cc(Cl)c(OC)cc3OC)sc2c2ccccc21	3%	.	.	-13%	.	-7%	.	-4%
COC(=O)c1sccc1OCc1cccc(OC)c1	-3%	3%	15%	-8%	2%	13%	2%	-10%
COc1ccc(/C=N/Nc2ccc([N+](=O)[O-])cc2)cc1Cn1cc([N+](=O)[O-])cn1	13%	?	19%	?	-5%	-11%	-20%	?
COc1ccc(N(CC(=O)N2c3ccccc3CC2C)S(=O)(=O)c2c(C)nn(C)c2C)cc1 (stereo unspecified)	4%	4%	6%	-6%	3%	7%	9%	-5%
CCCCN(C)C1CCN(C(=S)Nc2ccc(OCC)cc2)CC1	-1%	5%	-16%	-9%	-1%	-3%	-40%	-11%
Cc1ccc(Cc2nnc3n(-c4ccccc4)nc(C(=O)c4ccccc4)n3c2=O)cc1	2%	?	?	-12%	-3%	.	15%[10 µM]	-7%
CCOc1ccc(C2=Nn3c(nnc3-c3cccnc3)SC2)cc1	-12%	10%	5%	-15%	-2%	-7%	-6%	?
CC(C)CC(NC(=O)OC(C)(C)C)C(=O)NC(C(=O)N1CCCC1C(N)=O)C(C)C (stereo unspecified)	3%	6%	-6%	-4%	-21%	0%	-6%[10 µM]	-6%
O=C(Nc1ccccc1-c1nc2ccccc2s1)c1ccc(Br)o1	-17%	6%	-3%	-12%	-10%	-24%	-7%	-13%
CC(C)(C)c1ccc(-c2nnc(SC3CCOC3=O)n2Cc2ccccc2)cc1 (stereo unspecified)	-1%	?	9%	-7%	-11%	0%	.	-18%
Cc1ccc(NC(=O)CCc2c(C)nc3cc(-c4ccccc4)nn3c2C)cc1F	?	.	.	-21%	.	19%	.	-4%
O=c1[nH]c2cc3c(cc2cc1CN(CCCO)Cc1nnnn1Cc1ccc(F)cc1)OCO3	5%	?	13%	4%	?	-30%[inhibitor]	-21%	-1%
COC(=O)CCCC1=CC2=CC(=O)C(C)(OC(=O)c3cccs3)C(=O)C2=CN1C1CCCC1 (stereo unspecified)	?	4%[13.5 µM]	-4%[9.22 µM]	-17%[11.6 µM]	-26%[11.4 µM]	-1%[9.22 µM]	9%&11%[10 µM]	25µM*
CC(=O)Oc1ccc(C(=O)[C@H]2[C@H]3C(=O)N(c4ccccc4)C(=O)[C@H]3[C@@H]3C=CC=NN32)cc1	-3%	0%	2%	-11%	-4%	-18%	.	-3%
CCc1ccccc1NC(=O)CN1C(=O)C2CCCN2c2ncc(Cl)cc21 (stereo unspecified)	5%	18µM*	-4%	-4%	-7%	-6%	23%[10 µM]	-24%
O=C(NNC1=Nc2ccccc2SC1)c1ccc(Cl)cc1	13%	.	-17%[9.22 µM]	-24%	6%	.	-1%[10 µM]	.
CCOC(=O)N1CCN(CC(=O)c2ccc3c(c2)CCN3)CC1	-4%	?	-3%	-2%	-2%	-2%	-12%[0.074 µM]	-11%
COC(=O)/C=C1\N/C(=N\c2nc(C)cc(C)n2)N(c2ccc(Cl)cc2)C1=O	3%	-13%	-2%[9.22 µM]	-14%	-9%	.	2%[10 µM]	-14%
COc1ccc(-c2nnc(SCC(=O)Nc3ncc(C)s3)n2-c2ccccc2)cc1OC	-10%	4%	4%	-7%	0%	7%	-24%[10 µM]	-22%
COc1ccc(-c2csc3ncnc(Nc4ccc(O)cc4)c23)cc1	1%	-5%	-21%[9.22 µM]	?	1%	.	4%[10 µM]	?
CCOC(=O)C1(C)Oc2ccc(S(=O)(=O)CC)cc2NC1=O (stereo unspecified)	-5%	9%	-4%	-5%	-3%	12%	-9%	-13%
O=C(NCc1ccco1)C(=S)N1CCCC1	2%	0%	?	-1%	-4%	-1%	?	-1%

Molecules from the list above that contain an NH in an aromatic ring (two):
SMILES	Tau fibril FP	ALDH1A1 inh	HTT aggregate	Tau fluor cs	KDM4E inh	SMN2 splice up	HTT cytoprotect	Tau fibril ThT
Cc1ccc(S(=O)(=O)N2CCN(C(=O)CSc3nc(N)cc(=O)[nH]3)CC2)c(C)c1	5%	-2%	23%	11%	3%	9%	-43%	1%
O=c1[nH]c2cc3c(cc2cc1CN(CCCO)Cc1nnnn1Cc1ccc(F)cc1)OCO3	5%	?	13%	4%	?	-30%[inhibitor]	-21%	-1%

Later entries:
SMILES	Tau fibril FP	ALDH1A1 inh	HTT aggregate	Tau fluor cs	KDM4E inh	SMN2 splice up	HTT cytoprotect	Tau fibril ThT
COc1cccc(/C=C/C(=O)OCC(=O)NCc2ccc(Cl)cc2)c1	0%	?	-7%	-4%	?	-7%	-10%	-2%
Cc1cc(NS(=O)(=O)c2ccc(NC(=S)NC(=O)c3ccncc3)cc2)no1	2%	.	3%[9.22 µM]	-4%	?	.	-1%[10 µM]	-7%
CCCCCCOc1ccc(C(=O)O)cc1C#N	-3%	16%	-10%	-3%	1%	-26%	.	0%
COc1ccc(C(=O)Oc2ccc3oc(=O)sc3c2)cc1	-12%	?	12%	-24%	-12%	1%	5%	-21%
CCCCOC(=O)c1ccc(NS(=O)(=O)c2c(C)nc3scc(C)n3c2=O)cc1	-8%	.	.	-27%	.	-42%[inhibitor]	.	0%
S=C(NCc1ccco1)Nc1ccc2c(c1)OCCO2	-1%	?	-6%	-12%	-7%	16µM*	-46%[inhibitor]	?
COC(=O)c1c(NC(NC(=O)C(C)C)C(Cl)(Cl)Cl)sc2c1CCCC2 (stereo unspecified)	-2%	-6%	8%	-27%	-3%	-15%	-7%[10 µM]	-13%
COc1ccc(C2C(C(C)=O)=C(O)C(=O)N2CCc2ccccc2)c(OC)c1 (stereo unspecified)	-8%	3%	-18%	-8%	-7%	-18%	-9%[10 µM]	-18%
CCN(C(=O)Cc1c(C(=O)O)[nH]c2ccccc12)c1cc(OC)ccc1OC	-3%	3%	7%	0%	3%	5%	-37%[10 µM]	-3%
Cc1ccc(C)c(NC(=O)C2CCN(c3nn4c(=O)cc(C)nc4s3)CC2)c1	2%	.	.	-4%	.	6%	.	-10%
COc1ccc(CNC(=O)Cn2cc(C(F)(F)F)ccc2=O)cc1	3%	?	5%	-4%	-5%	.	2%[10 µM]	-5%
CCc1ccc(/C=C2\CN(CC)Cc3c2nc2ccccc2c3C(=O)O)cc1	?	?	?	-29%	15%	-18%	-16%	25µM*
Cc1nnc(SCC(=O)Nc2ccccc2F)n1Cc1ccco1	-3%	.	-9%[9.22 µM]	-21%	1%	.	6%[10 µM]	-13%
COc1ccc(OCC(=O)N(Cc2ccc(C)o2)C2CCS(=O)(=O)C2)cc1 (stereo unspecified)	-9%	.	.	-9%	.	19%	.	9%
COc1cc(NC(=O)c2cccc(Cl)c2)ccc1NC(=O)c1cccs1	-11%	14%	16%[9.22 µM]	?	.	.	24%[10 µM]	?
